# Screens deposited in PubChem BioAssay by National Center for Advancing Translational Sciences (NCATS).
# IDH1 R132H inh: blocks human mutant IDH1 R132H enzyme | Potency, µM (titrated, usually from 76.6 µM), without a hit: at the highest dose activity change, negative = inhibition, most hits filed as inhibitors | O75874 | AID 602179 | actives 0.093% (n = 390,000) | IDH1-R132H enzyme, NADPH consumption, diaphorase/resazurin fluorescence; also: potency is read from the fitted curve at half-maximal effect; % is scaled to controls: 0 for no effect and ±100 for the full control effect; nearly all actives have a fitted effect of over 65% in size
#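 IDH1-R132H (0.5 ug/mL) preincubated 30 min with compound, then NADPH (0.016 mM) and alpha-KG (2 mM) added; 80 min at RT, pH 7.5. Remaining NADPH coupled via diaphorase/resazurin to fluorescence (540/590 nm); concentration-response curves normalized to no-enzyme control.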
# Vif-APOBEC3F blk: Vif-A3F binding inhibition; HeLa A3F-eYFP + Vif (tagged APOBEC3F with the HIV-1 protein that degrades it), YFP fluorescence increase; Potency, µM (highest dose often 46.1 µM), for the others: top-dose activity, negative = active; actives 0.2% (n = 390,000); also: potency is read from the fitted curve at half-maximal effect; % of control where 0% means no effect; nearly all actives have a fitted effect of over 65% in size
#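 Fluorescence increase (Ex 488/Em 500-530) after overnight compound treatment at 37 deg C flags inhibition of Vif-driven A3F-eYFP loss in stable HeLa A3F-eYFP/Vif cells seeded overnight beforehand.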
# LDHA block: blocks human lactate dehydrogenase A | P00338 | purified LDHA, NADH/diaphorase-resazurin fluorescence; active compounds read low | activity change, % (values are at about 110 or 230 µM) | actives 0.15% (n = 480,000) | AID 1347041; in the data active = activity change below about -30%; inconclusive = mostly about -25% to -30%;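 also: plate controls were DMSO wells for no effect and wells without enzyme for full effect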
#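 LDH5 2 nM; NADH 0.06 mM, pyruvate 0.2 mM; 200 mM Tris pH 7.4, EDTA, Tween-20; 5 min RT. Detection: diaphorase 0.133 mg/mL + resazurin 37 µM, fluorescence ex540/em590 at 0 and 20 min; normalized to enzyme-free and DMSO wells.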
# PI4K2A block: blocks human PI4K2A kinase activity. actives 0.13% (n = 420,000). purified PI4K2A, ADP-Glo luminescence, 1 h; active compounds read low. activity change, negative = inhibition, % at 76.9 µM. Q9BTU6; in the data active = activity change below about -50%; inconclusive = mostly about -30% to -49%;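 also: -100% = wells without enzyme as full effect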
# Target sequence (Q9BTU6 whole entry, looked up): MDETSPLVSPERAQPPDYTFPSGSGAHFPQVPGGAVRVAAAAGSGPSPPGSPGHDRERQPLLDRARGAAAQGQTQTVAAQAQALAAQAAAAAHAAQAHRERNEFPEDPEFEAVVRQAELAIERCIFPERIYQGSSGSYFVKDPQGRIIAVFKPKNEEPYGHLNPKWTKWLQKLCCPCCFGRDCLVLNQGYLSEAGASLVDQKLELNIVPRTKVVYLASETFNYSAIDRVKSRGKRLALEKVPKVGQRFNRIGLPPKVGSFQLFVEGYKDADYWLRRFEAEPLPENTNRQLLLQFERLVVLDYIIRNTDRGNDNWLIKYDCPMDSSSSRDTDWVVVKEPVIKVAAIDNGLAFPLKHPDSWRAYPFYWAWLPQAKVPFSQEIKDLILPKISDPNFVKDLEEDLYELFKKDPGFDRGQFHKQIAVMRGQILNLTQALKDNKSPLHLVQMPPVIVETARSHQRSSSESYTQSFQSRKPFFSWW
#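 PI4K2A activity was measured by ADP-Glo luminescence: enzyme (4 ug/mL stock) and phosphatidylinositol (1.2 mM stock) in Tris pH 7.5/MgCl2/EGTA/Triton X-100 buffer were reacted with ATP (300 microM stock) for one hour at ambient temperature.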
# GRP78 ERSR act: inducers of ER stress response in human glioma cells; U87-MG GRP78 promoter luciferase reporter, 16 h; Potency, µM, without a hit: at the top dose activation, actives largely listed as activators; actives 0.02% (n = 420,000); AID 602332; also: potency is read from the fitted curve at half-maximal effect; series mostly up to about 76 µM; % of control where 0% means no effect; nearly all actives have a fitted effect of over 35% in size
#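 ERSR induction read as luciferase luminescence (Bright-Glo, 10 min at room temperature) in stably transfected human U87-MG glioma cells exposed to compounds for 16 h, using GRP78 as sensor.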
# TrxR1 substrate: rat thioredoxin reductase 1 substrate activity; O89049; Potency, µM (top dose mostly 114 µM), without a hit: at the top dose activity change, negative = substrate turnover; actives 0.01% (n = 390,000); purified TrxR1 substrate turnover, NADPH consumption readout; also: potency is read from the fitted curve at half-maximal effect; % is scaled to controls: 0 for no effect and ±100 for the full control effect; nearly all actives have a fitted effect of over 50% in size
#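 Rat TrxR1, dispensed at 90 nM, was prereduced with 400 uM NADPH (final) for 5 min at ~22 deg C, then incubated with compound 15 min before 400 uM selenite. A first-read NADPH fluorescence drop versus no-compound background flagged substrates.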
# RXFP1 ag: RXFP1 (human) receptor agonism. Q9HBX9. HEK293T-RXFP1 cAMP TR-FRET, 30 min; response scale: percent of porcine relaxin response, buffer zero. Potency, µM (top dose mostly 57.5 µM), for the others: at the highest dose activation, most hits filed as activators. actives 0.3% (n = 370,000). AID 2676; also: potency is read from the fitted curve at half-maximal effect; % is scaled to controls: 0 for no effect and ±100 for the full control effect; nearly all actives have a fitted effect of over 60% in size; many of its hits are not listed in these tables
#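 cAMP rise read by TR-FRET after 30 min, 37C compound exposure (up to 58 uM) in RXFP1-transfected HEK293 cells with Ro 20174 present. EC50 from Hill-equation fits, with 29 nM porcine relaxin as 100% and buffer as basal.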
# Vif-APOBEC3G blk: inhibitors of Vif-APOBEC3G interaction. Potency, µM (titrated, usually from 46.1 µM), without a hit: top-dose activity, negative = active, most hits filed as inhibitors. Q9HC16. HeLa A3G-eYFP + Vif (tagged APOBEC3G with the HIV-1 protein that degrades it), YFP fluorescence, overnight. actives 0.076% (n = 410,000). AID 602310;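 also: potency is read from the fitted curve at half-maximal effect; % is scaled to controls: 0 for no effect and ±100 for the full control effect; nearly all actives have a fitted effect of over 60% in size; hits raise eYFP signal because A3G escapes Vif-driven loss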
# Target sequence (Q9HC16 whole entry, looked up): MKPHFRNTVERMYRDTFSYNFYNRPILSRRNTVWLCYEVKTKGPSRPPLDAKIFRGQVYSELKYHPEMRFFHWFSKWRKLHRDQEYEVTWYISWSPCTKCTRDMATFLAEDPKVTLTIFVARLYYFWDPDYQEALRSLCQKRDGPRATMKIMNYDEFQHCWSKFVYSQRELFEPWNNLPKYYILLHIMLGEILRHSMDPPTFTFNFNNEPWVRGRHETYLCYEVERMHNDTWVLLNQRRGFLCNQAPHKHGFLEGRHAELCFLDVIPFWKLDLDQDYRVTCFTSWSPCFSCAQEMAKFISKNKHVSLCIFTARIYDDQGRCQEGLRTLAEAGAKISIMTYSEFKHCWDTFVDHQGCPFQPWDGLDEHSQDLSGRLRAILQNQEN
#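 Read-out is eYFP fluorescence (Ex 488/Em 500-530) from Vif-expressing HeLa A3G-eYFP cells; more signal means A3G escaped Vif-mediated degradation. Cells plated overnight, compound pinned in, incubated overnight at 37 deg C.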
# USP1-UAF1 inh: USP1/UAF1 (human) deubiquitinase inhibition; Potency, µM (highest dose often 57.1 µM), inactives show at the highest dose activity change, negative = inhibition, usual class: inhibitors; actives 0.23% (n = 390,000); recombinant USP1/UAF1, Ub-Rhodamine cleavage fluorescence; AID 743255; O94782; also: potency is read from the fitted curve at half-maximal effect; % is scaled to controls: 0 for no effect and ±100 for the full control effect; nearly all actives have a fitted effect of over 60% in size; inactives centre near -12
#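 Step one: compound is pinned into 1nM USP1/UAF1 in HEPES pH 7.8 buffer with TCEP. Step two: 15 min room-temperature incubation. Step three: Ub-Rho (150nM final) starts cleavage, tracked by fluorescence over six one-minute reads.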
# * hit, by the source's call; ? = inconclusive; · = not tested or not shown; & = joins results of further samples; [ ] = remark or other dose. Unless noted, calls follow the shape of the dose curve; as a rule, active = well fitted curve in the direction sought with a large enough effect; inconclusive = small, poorly fitted or top-dose-only effect, or another doubt; inactive = no such curve, though single readings can be large; an effect the other way counts as inactive or inconclusive. Not all compounds are listed; the hit share may differ from the screen's.
SMILES,IDH1 R132H inh,Vif-APOBEC3F blk,LDHA block,PI4K2A block,GRP78 ERSR act,TrxR1 substrate,RXFP1 ag,Vif-APOBEC3G blk,USP1-UAF1 inh
CCCC(C)NS(=O)(=O)c1ccccc1 (stereo not drawn),4%,1%,-4,-1,-3%,5%,0.4%,-1%,-3%
O=[N+]([O-])c1ccc2c(c1)c(-c1ccccc1)nc1nncn12,-4%,4%,-3,0,-3%,-2%[57.1 µM],13%,-2%,-15%
O=C(/C=C/c1cccs1)Nc1nncs1,0%,-6%,-2,8,3%,-10%,-0.8%,-8%,-9%
Cc1ccc(S(=O)(=O)NCc2ccc(C(=O)NC3CCC(O)CC3)cc2)cc1C (stereo not drawn),8%,-5%,1,3,-4%,3%,2.2%,0%,-6%
COC(=O)[C@@H]1C[C@]2(OC(=O)c3ccccc3)C=CC(=O)C[C@@H]2N1C(=O)OCc1ccccc1,-3%,6%,0,-5,-12%,-1%[57.1 µM],3.2%,?,-20%
Cc1c(NC(=O)c2cccs2)cccc1-c1nc2ccccc2s1,7%,3%,-4,1,·,2%,1.3%,-2%,-22%
COc1ccc(S(=O)(=O)N2CCN(C(=O)c3c(-c4ccccc4)noc3C)CC2)cc1,3%,-15%,-1,1,-1%,-4%,2.2%,0%,8%
CS(=O)(=O)N(Cc1nc2sc3c(c2c(=O)[nH]1)CCCC3)C1CCCCC1,-3%,-6%,-4,-6,1%,11%[57.1 µM],·,-7%,-15%
O=C(C=C1CCN(c2ncc(C(F)(F)F)cc2Cl)CC1)NNC(=O)Nc1ccc(Cl)cc1,0%,0%,-1,3,1%,2%,3.3%,-3%,-25%
CCN(CCCNC(=O)c1nn(-c2ccc(OC)cc2)c(=O)c2c1c1ccccc1n2C)c1ccccc1,·,·,-3,-6,·,2%,1.7%,·,0%
COc1ccc(Cl)cc1NC(=O)CC(C)c1ccccc1 (stereo not drawn),14%,-19%,2,3,-1%,-8%[57.1 µM],1.0%,-9%,-26%
COc1ccc(-c2c(C#N)c(N)nc3sc(C(=O)c4ccccc4)c(N)c23)cc1,0%,-13%,-3,0,-3%,-13%,6.9%,-3%,-19%
O=C(O)c1ccc(CSCc2ccco2)cc1,-3%,0%,-1,-29,0%,-5%,0.3%,4%,8%
CSc1cccc(NC(=O)c2cc(S(=O)(=O)N3CCc4ccccc43)cn2C)c1,-8%,-1%,-1,-2,-1%,14%[57.1 µM],-0.2%,1%,-23%
O=C(Cn1ncc2c3ccccc3n(Cc3ccccc3F)c2c1=O)NC1CC1,-15%,0%,-16,8,4%,11%,-2.0%,-1%,-21%
O=C(CCSCCC(=O)NCc1ccccc1)NCc1ccccc1,2%,-2%,-5,-1,-4%,10%,-1.3%,5%,-1%
O=C(NC1CCCC1)C(c1cccnc1)N(Cc1ccccc1)C(=O)c1csnn1 (stereo not drawn),9%,-6%,4,1,-1%,2%[57.1 µM],-0.1%,-7%,-20%
Cc1cc(C)cc(NC(=S)Nc2ccccn2)c1,4%,1%,-1,-21,-1%,-2%,-0.3%,2%,-16%
CCOCCCNC(=O)C(c1ccc(Cl)cc1)N1CCN(c2ccccc2)CC1 (stereo not drawn),7%,-1%,1,-4,-4%,2%,1.6%,0%,-23%
C=CCNC(=O)CSc1nc2sc3c(c2c(=O)n1CCCOC)CCC3,12%,6%,-2,2,-5%,-7%,2.0%,-9%,-3%
Cc1ccc(C(=O)NCC(=O)NCC(=O)OCc2ccc(Oc3ccc([N+](=O)[O-])cc3)cc2)cc1,8%,-2%,-9,-2,-1%,10%[57.1 µM],·,2%,-16%
Cc1cc(OCC(=O)OCC(=O)N(Cc2ccccc2)C(C)(C)C)ccc1Cl,1%,-5%,3,2,0%,·,·,-2%,-23%
CCCc1cc(=O)[nH]c(SCC(=O)Nc2nonc2C)n1,-5%,12%,-2,-1,1%,3%,0.4%,-1%,0%
COc1ccccc1CC(=O)Nc1cc(Cl)ccc1O,3%,6%,1,2,1%,0%,-0.5%,4%,-12%
CN1CCN(C(=O)CCN2C(=O)/C(=C\c3ccc(Cl)cc3)SC2=S)CC1,-9%,-7%,-2,-6,-4%,3%[57.1 µM],-3.3%,3%,-14%

# The list goes on; it opens with the 2 that closed the last part.
SMILES,IDH1 R132H inh,Vif-APOBEC3F blk,LDHA block,PI4K2A block,GRP78 ERSR act,TrxR1 substrate,RXFP1 ag,Vif-APOBEC3G blk,USP1-UAF1 inh
COc1ccccc1CC(=O)Nc1cc(Cl)ccc1O,3%,6%,1,2,1%,0%,-0.5%,4%,-12%
CN1CCN(C(=O)CCN2C(=O)/C(=C\c3ccc(Cl)cc3)SC2=S)CC1,-9%,-7%,-2,-6,-4%,3%[57.1 µM],-3.3%,3%,-14%
O=C(COc1ccc(Br)cc1)N(Cc1ccco1)C1CCS(=O)(=O)C1 (stereo not drawn),-1%,2%,1,-2,-4%,5%,2.4%,-1%,-13%
Cc1nn(C(=O)c2cc3sccc3[nH]2)c(C)c1C,0%,-8%,-1,-1,?,7%,0.8%,0%,-10%
CCOc1ccccc1Oc1c(C)oc2cc(OC(=O)c3ccco3)ccc2c1=O,-23%,2%,4,8,-2%,10%[57.1 µM],3.4%,1%,-3%
O=C(Nc1cccc(Cl)c1)Nc1ccc(Br)cc1F,7%,1%,-7,8,2%,-4%,2.0%,-1%,-19%
CN(C(=O)c1cccc(NC(=O)Cc2ccccc2)c1)c1ccccc1,9%,1%,-2,2,-4%,1%,-0.6%,4%,-21%
COc1cccc(C(=O)C2CCCN(Cc3cn(CC(N)=O)c4ccccc34)C2)c1 (stereo not drawn),2%,-4%,-7,2,-1%,-1%[57.1 µM],-2.2%,-1%,-16%
O=[N+]([O-])c1ccc(SCCO)nc1SCCO,-7%,1%,-1,0,-5%,-5%,-1.8%,0%,-8%
Cc1cc(C)c(C(=O)COC(=O)c2c(C)noc2C)cc1C,-2%,0%,-15,-3,2%,-7%,1.8%,0%,-6%
C=CCSc1nc2sc3c(c2c(=O)n1-c1ccccc1)CCN(C)C3,-1%,-6%,-2,0,-2%,7%,0.0%,-4%,-32%
O=C1c2ccccc2C(=O)N1OCc1ccccc1[N+](=O)[O-],26%,12%,-7,2,-4%,6%[57.1 µM],0.3%,-1%,-4%
COc1ccc2cc(C(=O)C3CCCN(Cc4cccc(C)n4)C3)ccc2c1 (stereo not drawn),-1%,?,-5,8,0%,124%[activator][57.1 µM],-0.6%,3%,-12%
COc1ccc(-c2nnn(CC(=O)N(CC(=O)NC3CCCC3)c3cccc(C)c3)n2)cc1OC,-2%,4%,-4,9,0%,1%,1.5%,-1%,-6%
C=CCN(CC=C)C(=O)c1cc(Cl)ccc1[N+](=O)[O-],-1%,1%,-9,1,-1%,1%,-1.4%,-1%,-8%
Cc1cc(C)cc(NC(=O)N2CCCN(c3c(Cl)cncc3Cl)CC2)c1,0%,-7%,-2,7,0%,-11%,1.0%,-2%,-12%
Cc1ccc(OCCn2c(=S)[nH]c3ccccc32)c(C(C)C)c1,-3%,-3%,0,0,7%,-2%,-1.9%,-24%,?
CC(=O)[C@H]1CC[C@H]2[C@@H]3C=CC4=CC(=O)CC[C@@]4(C)[C@@H]3CC[C@]12C,0%,5%,-12,0&-2,-3%,-5%,0.4%,0%,0%
CCOc1ccc(N2C(=O)CC(NCCc3ccc(S(N)(=O)=O)cc3)C2=O)cc1 (stereo not drawn),6%,·,-3,-5,0%,-5%,0.9%,2%,-13%
Cc1ccc(-c2cc(Cc3ccc(F)cc3)c(=O)[nH]n2)cc1,10%,-2%,-3,-15,0%,1%,-0.4%,-1%,-8%
COc1ccc(/C=C/C(=O)NNc2cc(=O)n(C)c(=O)n2C)cc1OC,6%,-5%,1,0,-3%,8%,-1.2%,1%,-21%
CC(C)C(=O)Nc1nc2c(s1)CC(C(C)(C)C)CC2 (stereo not drawn),-10%,4%,-4,0,4%,48%[activator],6.0%,0%,-29%
O=C(/C=C/c1ccc(Cl)cc1)N1CCN(c2c(Cl)cccc2[N+](=O)[O-])CC1,-3%,-32%,-4,6,-1%,7%[57.1 µM],1.6%,3%,-20%
Clc1ccc(OCc2nc(-c3ccncc3)no2)c(Br)c1,-5%,-1%,-2,-8,-1%,-7%,6.7%,-2%,-2%
Cc1ccc(S(=O)(=O)Oc2ccc(/C=C(/NC(=O)c3ccccc3)C(=O)NCCCC(=O)O)cc2)cc1,4%,5%,-11,0,-3%,1%[57.1 µM],-0.1%,1%,-7%
CC1(C)CC2(C)CC(=O)C1C(C(=O)O)C2C(=O)O (stereo not drawn),6%,-5%,-9,-2,-3%,·,·,0%,-21%
O=C(COC(=O)C1=Cc2ccccc2OC1)NCc1ccccc1,-2%,-12%,-8,-2,-2%,1%,0.6%,2%,-2%
Cc1cccc(C(=O)N2CCC(C)(C(=O)NS(=O)(=O)C3CC3)C2)c1C (stereo not drawn),·,·,-6,1,-1%,·,·,0%,·
CC(C)Cn1c(N)c(C(=O)CSc2nnc(C3CC3)n2C2CC2)c(=O)n(C)c1=O,2%,-15%,-2,0,-1%,-5%,-0.3%,0%,-5%
